ASAP1 inh: inhibitors of human ASAP1 ArfGAP activity; inhibition, % at 16.5 µM; Q9ULH1; actives 0.19% (n = 360,000); ASAP1-stimulated ARF1 GTP hydrolysis, GDP FP detection; in the data active means inhibition above about 25%;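 further: 0% = vehicle with enzyme and substrate and 100% = no enzyme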
SMARCA2 act: SMARCA2 function activation, primary screen; MG213 cells, MMTV-luciferase reporter, dexamethasone, overnight; activation, % at 9.1 µM; actives 1% (n = 370,000); AID 652017; in the data active means activation above about 7.8%;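 further: 0% = vehicle wells and 100% = reference activator wells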
mABHD4 FP: inhibitors of mouse ABHD4; Q8VD66; purified mABHD4, FP-Rh probe fluorescence polarization; inhibition, % at 8.92 µM; actives 0.54% (n = 370,000);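 active means inhibition exceeding the mean over every tested compound plus 3 SD, cut at about 30% in these data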;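 further: 0% = plate median of compound wells and 100% = S159A mutant with DMSO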
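Assay system: mouse ABHD4 enzyme, wild type / Also added: fluorescent activity-based probe FP-Rh / Doses: single nominal dose of 8.92 µM, 0.89% DMSO final / Timing: 45 min compound pre-incubation plus 60 min probe step, 25 °C / Signal: FP readout, ex 525 nm / em 598 nm / Control set: S159A mutant/DMSO as 100%, compound-well median as 0%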
NPR2 activator: GC-B (human) receptor activation; P20594; HEK293-GC-B cells, CNP EC30, cGMP TR-FRET; 0% at EC30 CNP, 100% saturating CNP; activation, % at 10 µM; actives 0.11% (n = 370,000); AID 1920062;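 active means activation at 10 µM reaching about 35% in either raw or pattern-adjusted values, limit read from the data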
GC-A act: GC-A (human) enzyme activation; activation, % at 10 µM; AID 1671463; actives 0.14% (n = 370,000); P16066; HEK293 GC-A cells, cGMP TR-FRET, EC30 ANP; 0% at EC30 ANP, 100% saturating ANP; in the data active means activation above about 40%
Target sequence (P16066 whole entry, looked up): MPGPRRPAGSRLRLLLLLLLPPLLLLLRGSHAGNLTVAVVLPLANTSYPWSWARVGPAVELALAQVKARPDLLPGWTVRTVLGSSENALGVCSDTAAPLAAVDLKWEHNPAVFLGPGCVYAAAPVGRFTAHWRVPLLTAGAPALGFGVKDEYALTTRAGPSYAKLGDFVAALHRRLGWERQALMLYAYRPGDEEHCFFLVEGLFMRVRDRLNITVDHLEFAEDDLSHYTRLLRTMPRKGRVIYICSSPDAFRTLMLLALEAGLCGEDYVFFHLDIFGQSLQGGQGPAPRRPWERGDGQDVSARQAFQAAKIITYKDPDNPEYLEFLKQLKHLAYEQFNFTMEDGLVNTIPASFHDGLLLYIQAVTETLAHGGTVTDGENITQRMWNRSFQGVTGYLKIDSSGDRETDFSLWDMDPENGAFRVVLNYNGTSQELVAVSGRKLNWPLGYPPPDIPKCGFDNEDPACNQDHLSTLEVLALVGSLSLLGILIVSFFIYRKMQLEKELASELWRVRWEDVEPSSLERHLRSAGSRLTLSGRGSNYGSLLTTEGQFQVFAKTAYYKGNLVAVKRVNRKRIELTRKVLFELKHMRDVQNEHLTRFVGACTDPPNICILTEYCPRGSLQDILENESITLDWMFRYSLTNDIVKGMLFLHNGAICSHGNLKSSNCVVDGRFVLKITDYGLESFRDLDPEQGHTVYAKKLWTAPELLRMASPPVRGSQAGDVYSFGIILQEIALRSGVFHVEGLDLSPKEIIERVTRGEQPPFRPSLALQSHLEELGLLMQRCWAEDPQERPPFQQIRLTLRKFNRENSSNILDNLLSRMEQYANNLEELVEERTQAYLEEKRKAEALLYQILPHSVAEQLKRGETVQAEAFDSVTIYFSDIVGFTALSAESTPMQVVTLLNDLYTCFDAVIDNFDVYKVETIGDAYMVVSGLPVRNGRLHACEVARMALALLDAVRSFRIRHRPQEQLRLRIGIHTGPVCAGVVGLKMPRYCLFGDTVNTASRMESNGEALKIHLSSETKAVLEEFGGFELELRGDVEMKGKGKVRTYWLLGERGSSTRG
ARFGAP1 inh: inhibits rat ARF GTPase activating protein 1; actives 0.26% (n = 360,000); Arfgap1-stimulated ARF1 GTP hydrolysis, GDP FP detection; inhibition, % at 16.5 µM; Q62848;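 active means inhibition above a per-plate limit, mean inhibition of low control wells plus 3 SD, cut at about 25% in these data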;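 further: 0% = DMSO wells with enzyme and 100% = wells lacking Arfgap1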
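Assay system: purified rat His6-Arfgap1 residues 1-136 (GAP domain); Reagent: human Δ17 ARF1 bound to GTP; Dosing: 16.5 µM single point, 1.26% DMSO; Times: GTP hydrolysis reaction 2 h at 25 °C; Signal: FP, GDP Alexa 633 tracer displaced from anti-GDP antibody, 620/688 nm; Measure: % inhibition from polarization.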
Rev-erbA mod: modulators of human Rev-erb alpha DNA binding | P20393 | Rev-erbα–FITC-DNA binding, fluorescence polarization, 90 min | activity, % at 10 µM | actives 0.79% (n = 370,000) | AID 1259318;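 active means activity above about 14%, limit read from the data; passing the limit was not always enough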;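 further: 0% = DMSO wells with 35 nM protein and 100% = DMSO wells with 750 nM protein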
PG9 binder: binds the HIV-1 gp120 antibody PG9 | AID 624416 | TR-FRET gp120-PG9 antibody binding | actives 0.43% (n = 360,000) | inhibition, % at 6.7 µM; in the data active means inhibition above about 8.5%
HTRA1 inh: HTRA1 (human) protease inhibition | actives 0.5% (n = 340,000) | inhibition, % at 5.96 µM | Q92743 | recombinant HTRA1, FP-rhodamine activity-based probe, fluorescence polarization; in the data active means inhibition above about 36%;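 further: 0% = enzyme with DMSO and 100% = wells lacking enzyme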
rCAG RNA binder: molecules binding r(CAG) RNA repeats | r(CAG) RNA repeat, TO-PRO-1 dye displacement fluorescence | inhibition, % at 3 µM | actives 1.3% (n = 370,000) | AID 651821;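 active means inhibition above the plate cutoff, the mean of all test compounds on that plate plus 3 SD, cut at about 35% in these data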;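 further: 0% = DMSO alone and 100% = 100 µM mitoxantrone as full dye displacement; higher means more dye released from RNA so lower well fluorescence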
Active calls of the source: *; nt = no result given.

SMILES | ASAP1 inh | SMARCA2 act | mABHD4 FP | NPR2 activator | GC-A act | ARFGAP1 inh | Rev-erbA mod | PG9 binder | HTRA1 inh | rCAG RNA binder
CCOC(=O)Nc1ccc(NC(=O)c2c(OC)cccc2OC)cc1 | 8.7 | 2.3 | -5.4 | 6.7 | 3.4 | 8.4 | 0.8 | -0.2 | 8.1 | -0.8
CCCn1c(N2CCN(Cc3ccc(Cl)cc3)CC2)nc2ccccc21 | -8.1 | -2.8 | -1.7 | 10.0 | -9.0 | 5.3 | -0.4 | -1.3 | -9.7 | -8.7
COc1ccc(-c2nnc(SCC(=O)NCc3cccs3)n2C)cc1 | 10.0 | -0.2 | 0.8 | -2.5 | -4.1 | 7.1 | -0.8 | 0.6 | -1.7 | -6.6
CC(=O)Nc1ccc(C(=O)N2CCCCC2c2cc(C(=O)Nc3ccccc3Cl)no2)cc1 (configuration not stated) | -5.3 | -1.0 | -0.6 | -0.1 | -2.4 | -3.0 | 0.4 | -1.3 | nt | 1.7
CCOC(=O)c1c(S(=O)(=O)N2CCCC(C(=O)Nc3ccc(C)cn3)C2)c(C)n(C)c1C (configuration not stated) | 6.6 | 0.3 | -1.8 | 8.7 | 0.0 | 3.4 | -3.5 | 2.1 | 7.6 | -4.2
Cc1cc(NCCN2CCOCC2)n2ncc(-c3ccccc3)c2n1 | 0.4 | 7.0 | -0.6 | -0.9 | 5.6 | -9.0 | 0.5 | -3.1 | -0.1 | -2.6
Cc1ccc(NC(=O)CCC(=O)c2ccc(F)cc2)cc1Cl | -12.9 | -2.2 | -10.3 | -2.2 | 1.8 | 7.1 | -4.2 | 0.4 | -6.3 | -0.3
O=C(O)/C=C/C(=O)Nc1nc(-c2ccc3ccccc3c2)cs1 | 1.1 | -1.8 | 2.9 | 0.6 | 6.5 | 0.4 | 2.9 | -1.8 | -4.9 | 27.8
Cc1n[nH]c2ccc([N+](=O)[O-])cc2c1=O | 13.2 | -4.6 | 3.2 | -2.4 | 4.4 | -7.8 | -2.0 | -0.8 | 4.4 | 2.6
O=S1(=O)CC(N2CCN(CCO)CC2)CN1CCc1ccccc1 (configuration not stated) | 15.3 | -4.0 | 10.6 | 8.8 | 5.2 | 3.7 | 5.1 | -1.4 | nt | 0.7
COC(C(=O)Nc1c(F)cccc1F)c1ccccc1 (configuration not stated) | 7.0 | -4.3 | 0.5 | -11.9 | 0.8 | 5.6 | 2.2 | 3.0 | -15.6 | -1.4
Cc1cc(NC(=O)COc2ccc3ccccc3c2)no1 | -5.0 | 0.9 | -4.8 | 0.3 | -2.7 | -10.1 | 2.5 | 2.8 | -11.3 | 1.4
O=C(Nc1cccc(Cl)c1)OCc1cncs1 | -1.3 | 3.2 | 0.0 | -2.1 | 3.9 | 6.4 | -3.5 | -1.1 | 1.9 | -4.2
Cc1cc2c(=O)[nH]c(Cc3ccccc3)nc2s1 | -5.2 | 3.4 | 4.1 | 5.9 | -0.8 | 2.5 | 1.0 | -0.9 | -0.9 | -1.1
O=C(Nc1ccccc1)Nc1c(F)cccc1F | 4.2 | 3.0 | -7.4 | -1.4 | 1.1 | -1.1 | 1.3 | -0.9 | -1.6 | 4.1
CN(C)CCCN(C(=O)c1ccc(S(=O)(=O)N2CCCCCC2)cc1)c1nc2cc3c(cc2s1)OCO3 | -14.2 | -3.1 | 17.5 | -4.7 | -0.6 | -5.1 | 2.4 | -1.7 | -3.2 | 4.3
COCCn1c(=S)[nH]c2cc(C(=O)NCC3CCCO3)ccc2c1=O (configuration not stated) | nt | nt | nt | -4.3 | 3.8 | nt | -2.5 | nt | 1.6 | nt
O=C(NCc1ccc(Cl)cc1)c1ccc2nc[nH]c2c1 | 2.7 | 2.2 | -0.7 | 1.6 | -4.4 | -5.0 | -5.5 | -0.5 | 5.5 | 2.0
Cc1cc(Cl)c(Cl)cc1S(=O)(=O)NCCCn1ccnc1 | -3.2 | -3.1 | -0.4 | 2.5 | 1.1 | -2.1 | 3.4 | 0.1 | 0.4 | -3.4
O=C(Nc1ccccc1)O/N=C/c1ccncc1 | 19.5 | 1.5 | 3.4 | 0.0 | 2.4 | 3.6 | -4.0 | 0.1 | 3.3 | 2.3
CC(=O)Nc1ccc(CNc2nc3cc(-c4cccc(C(F)(F)F)c4)sc3c(=O)n2C)cc1 | 3.7 | -5.0 | -12.6 | -4.0 | 0.6 | -0.3 | -0.6 | 2.5 | nt | 5.9
Cc1cccc(/C(N)=N/OC(=O)COc2ccc(Cl)cc2)c1 | 0.3 | 1.6 | 4.1 | 0.5 | 5.7 | 2.5 | -2.2 | -2.0 | 2.0 | -2.5
COc1ccccc1CNC(=O)C/C(C)=N/NC(=O)Cc1ccc(OC)c(OC)c1 | -2.5 | -4.1 | -2.1 | 0.6 | 1.8 | -7.5 | 5.0 | 0.1 | 4.3 | -4.0
Cc1cc(C)c(OCC(=O)N(Cc2cccs2)C2CCS(=O)(=O)C2)c(C)c1 (configuration not stated) | -0.5 | -2.9 | -2.3 | -0.6 | -13.1 | 15.5 | 3.4 | -0.9 | -3.4 | 0.8
N#C/C(=C/c1ccc(CNC(=O)C(=O)Nc2cc(Cl)cc(Cl)c2)o1)C(=O)NCc1cccnc1 | 3.1 | 0.5 | 4.8 | -11.8 | -11.5 | 2.1 | -3.0 | -3.6 | 0.9 | 2.9
O=c1c2ccccc2nc(COc2ccccc2)n1/N=C/c1ccc(O)cc1O | -3.2 | -3.3 | 11.7 | -22.8 | -30.6 | 1.3 | -8.6 | -0.4 | 12.9 | 10.9
O=C(CCS(=O)(=O)c1ccc(Cl)cc1)Nc1ccc(N2CCOCC2)cc1 | 8.1 | -1.4 | 3.6 | -3.7 | -2.3 | 6.2 | -3.1 | -0.6 | -5.1 | -3.6
C[C@@H]1CN([C@@H](C)CO)C(=O)c2cc(Br)cnc2O[C@@H]1CN(C)Cc1ccc(Oc2ccccc2)cc1 | 0.8 | -0.9 | 4.5 | -9.3 | -6.8 | 7.8 | -3.0 | -0.8 | -10.3 | 1.3
O=S(=O)(Nc1ccc(S(=O)(=O)N2CCCC2)cc1)c1ccc(F)cc1F | 7.2 | -2.3 | 3.7 | -2.3 | -1.5 | -5.0 | -2.7 | 3.1 | -1.0 | 0.8
CN(C)CCCNc1nc2cc(-c3cnn(Cc4ccccc4)c3)sc2c(=O)n1C | 3.3 | 5.5 | 6.1 | -9.4 | -3.1 | -6.0 | 2.3 | 0.3 | nt | 9.1
O=C(c1ccccc1)N1N=C(c2ccccc2)CC1c1ccc2nccnc2c1 (configuration not stated) | -10.9 | -0.3 | -6.5 | -8.0 | 2.4 | 3.3 | -1.8 | -2.2 | -16.2 | 1.0
C[C@@H]1CN([C@@H](C)COC(=O)C(C)(C)C)C(=O)c2cc(NC(=O)Nc3ccccc3)ccc2O[C@@H](C)CCCCO[C@H]1CN(C)S(=O)(=O)c1ccc(F)cc1 | nt | nt | -31.1 | 1.7 | 0.5 | nt | -0.3 | nt | nt | nt
Cc1ccc(OCC(=O)NNC(=O)C(=O)N2CCCC2)c(C)c1 | -7.8 | 3.5 | 4.0 | -2.7 | -0.7 | -1.6 | 6.3 | 0.1 | -3.3 | 0.9
CCOC(=O)[C@]12CCCC=C1N(Cc1ccc(Cl)cc1Cl)C(=O)[C@H](CC(=O)NCCCOC)C2 | 0.1 | 5.4 | -2.5 | 0.0 | -3.1 | 11.2 | 3.5 | -0.2 | nt | 1.3
COc1ccc(NC(=O)CN2CCN(S(=O)(=O)c3ccc(F)cc3)CC2)cc1Cl | -13.1 | -1.9 | 1.1 | -1.8 | -3.4 | 17.9 | 0.9 | 4.9 | -5.0 | -0.3
Cc1cc(C)c2cc(C(=O)N3CCN(c4ncccc4C(F)(F)F)CC3)[nH]c2c1 | 6.4 | -4.5 | -2.5 | 0.8 | -2.7 | 7.9 | 1.3 | -2.6 | -28.2 | -5.1
Cc1cc(C)c(C(=O)Nc2ccc(Br)c(C(F)(F)F)c2)c(C)c1 | 8.5 | 6.7 | -26.3 | -8.0 | -2.0 | -1.5 | 2.1 | -1.4 | -45.6 | -1.8
Cc1ccc(Cl)c(Cn2cnc3c(cnn3C(C)(C)C)c2=O)c1F | -0.1 | 0.5 | -19.9 | 12.1 | 9.5 | 1.7 | 2.9 | 1.9 | -18.8 | -0.3
O=C(NCc1ccco1)C(=O)c1cn(CC(=O)N2CCCCCC2)c2ccccc12 | 0.7 | -6.0 | 5.3 | -1.0 | -4.9 | 5.6 | -4.4 | -0.8 | 10.4 | -1.3
COc1ccc(CN(C)CC(O)COC(c2ccccc2)c2ccccc2)c(OC)c1OC (configuration not stated) | 7.5 | -2.5 | 1.1 | -12.6 | -20.5 | -5.0 | 0.6 | -3.0 | -4.1 | -7.6

Random excerpt: three records from the list.
SMILES | ASAP1 inh | SMARCA2 act | mABHD4 FP | NPR2 activator | GC-A act | ARFGAP1 inh | Rev-erbA mod | PG9 binder | HTRA1 inh | rCAG RNA binder
COc1ccc(CN(C)CC(O)COC(c2ccccc2)c2ccccc2)c(OC)c1OC (configuration not stated) | 7.5 | -2.5 | 1.1 | -12.6 | -20.5 | -5.0 | 0.6 | -3.0 | -4.1 | -7.6
Cc1ccc(NC(=O)CCC(=O)c2ccc(F)cc2)cc1Cl | -12.9 | -2.2 | -10.3 | -2.2 | 1.8 | 7.1 | -4.2 | 0.4 | -6.3 | -0.3
COc1ccc(-c2nnc(SCC(=O)NCc3cccs3)n2C)cc1 | 10.0 | -0.2 | 0.8 | -2.5 | -4.1 | 7.1 | -0.8 | 0.6 | -1.7 | -6.6

The list goes on:
SMILES | ASAP1 inh | SMARCA2 act | mABHD4 FP | NPR2 activator | GC-A act | ARFGAP1 inh | Rev-erbA mod | PG9 binder | HTRA1 inh | rCAG RNA binder
COC(=O)[C@@H](Cc1c[nH]c2ccccc12)NCc1ccc(B(O)O)cc1 | 5.6 | -4.4 | 71.8* | 0.6 | -0.4 | 2.4 | -7.1 | -1.6 | 9.3 | 3.5
C=CCn1c(SCC(=O)c2ccc(OC)cc2)nnc1-c1cc2cccc(OC)c2o1 | 7.6 | -1.7 | 4.0 | -1.1 | -6.6 | 8.4 | 0.8 | 0.1 | -0.1 | 5.9
CCn1cc(C(=O)OCC(=O)NCc2ccc3c(c2)OCO3)c(=O)c2ccc(C)nc21 | -3.7 | -1.4 | -6.5 | -1.8 | -1.8 | 0.2 | 5.9 | -2.9 | -1.6 | -3.7
O=C(C(=O)N1CCC(CNS(=O)(=O)c2cc(C(F)(F)F)cc(C(F)(F)F)c2)CC1)c1cc2ccccc2o1 | -3.5 | -2.4 | 1.7 | 5.1 | -1.3 | -3.5 | 13.8 | 0.6 | nt | 2.8
CC(=O)c1ccc(NC(=S)NCc2ccco2)cc1 | 4.8 | 0.3 | -4.1 | 3.2 | -0.4 | 2.7 | -0.3 | 1.9 | 5.8 | 1.8
CCOc1ccc(OCC)c(NC(=O)CCCN2C(=S)NC(C)(C)CC2C)c1 (configuration not stated) | -2.4 | 0.2 | 3.8 | 0.6 | -1.4 | 0.0 | -1.0 | 0.2 | 5.8 | -7.7
Oc1ccccc1/C=N/[n+]1ccccc1 | 5.4 | -2.8 | -2.3 | -1.8 | 1.4 | -2.3 | 4.3 | -0.8 | 2.9 | -0.5
CCCNC(=O)c1cn(CC)c2cc(N3CCN(C)CC3)c(F)cc2c1=O | -2.4 | 0.8 | -0.7 | 1.8 | 0.2 | 0.9 | -4.6 | -2.2 | -6.1 | -7.4

Source: PubChem BioAssay
